GALK inhibitor: inhibitors of human galactokinase (GALK) | Potency, µM (highest dose often 57.5 µM), for the others: at the highest dose activity, negative = inhibition, actives largely listed as inhibitors | 44,000 tested, under 10 active | recombinant GALK, Kinase-Glo ATP luminescence, 1 h;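 also: plate controls were full GALK reaction for no effect and reaction lacking GALK for full effect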
Target sequence (P51570 whole entry, looked up): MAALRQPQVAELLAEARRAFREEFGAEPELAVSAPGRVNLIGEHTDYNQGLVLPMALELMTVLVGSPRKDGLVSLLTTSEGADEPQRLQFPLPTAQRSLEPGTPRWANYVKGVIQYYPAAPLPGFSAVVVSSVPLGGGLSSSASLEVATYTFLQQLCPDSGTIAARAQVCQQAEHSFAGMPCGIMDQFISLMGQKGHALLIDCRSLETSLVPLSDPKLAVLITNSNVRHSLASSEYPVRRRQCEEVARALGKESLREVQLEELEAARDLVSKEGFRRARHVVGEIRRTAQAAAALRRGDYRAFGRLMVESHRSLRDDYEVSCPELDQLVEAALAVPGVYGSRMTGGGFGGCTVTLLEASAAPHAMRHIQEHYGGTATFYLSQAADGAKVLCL
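5 nM GALK; 35 uM ATP; 100 uM D-galactose; 20 mM HEPES pH 8.0, 5 mM MgCl2, 60 mM NaCl, 1 mM DTT, 0.01% BSA; 1 h RT; Kinase-Glo Plus luminescence.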
FH mod: Identification of activators of human fumarate hydratase by quantitative high-throughput screening; Potency, µM (top dose mostly 79.9 µM), for inactives: top-dose activity change, negative = inhibition, usual class: inhibitors; actives 0.22% (n = 54,000); Fumarate hydratase, mitochondrial (Homo sapiens), P07954; FH coupled MDH/diaphorase resazurin fluorescence, 15 min; also: potency is read from the fitted curve at half-maximal effect; % is scaled to controls: 0 for no effect and ±100 for the full control effect; the screen sought activators but most active calls are inhibition curves; nearly all actives have a fitted effect of over 45% in size
TSG101-PTAP inh: TSG101-PTAP interaction inhibition, HIV-1 budding; 44,000 tested, under 10 active; Potency, µM (titrated, usually from 115 µM), for the others: top-dose activity change, negative = inhibition, usual class: inhibitors; Fluorescence polarization, FITC-PTAP peptide/Tsg101, 20 min; also: potency is read from the fitted curve at half-maximal effect; 0% is about no effect
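Fluorescence polarization: Tsg101 binding domain (10 uM final) in 10 mM HEPES pH 7.5, 0.15 M NaCl, 0.01% Tween 20, 3 mM EDTA, 0.1 mM TCEP; compounds pinned; FITC-PTAP peptide 50 nM final; 20 min, r.t.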
p53null 39C tox: p53 null cell cytotoxicity, nonpermissive temperature; H1299 p53-null (neo) cells, 39C, ATPlite viability, 24 h; Potency, µM (top dose mostly 46.1 µM), inactives show at the top dose activity, negative = cell killing, most hits filed as cytotoxic; actives 0.97% (n = 55,000); AID 904;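 also: potency is read from the fitted curve at half-maximal effect; 0% = DMSO only and -100% = full killing by 100 µM tamoxifen; nearly all actives have a fitted effect of over 50% in size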
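ATP-luminescence viability readout (ATPlite, 20 min RT) after 24 hr compound treatment at 39C of H1299-neo or H1299-p53A138V cells; titration up to 46 uM; normalized to DMSO and 100 uM tamoxifen; Hill-fit AC50.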
p53null 32C tox: selectivity test: cytotoxicity in p53 null cells, permissive temperature. actives 0.62% (n = 55,000). H1299-neo p53 null cells, ATP luminescence, 24 h, 32C. Potency, µM (series often up to 46.1 µM), without a hit: top-dose activity change, negative = cytotoxicity, most hits filed as cytotoxic. AID 903;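 also: potency is read from the fitted curve at half-maximal effect; 0% = DMSO only and -100% = full killing by 100 µM tamoxifen; nearly all actives have a fitted effect of over 55% in size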
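Cells lacking p53 (H1299-neo) are plated at 600 per well and allowed to settle overnight at 37C. Test compounds (up to 46 uM) are added and held 24 hours at 32C, then ATP is quantified by luminescence.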
NTMT1 inh: blocks human N-terminal methyltransferase 1 activity; AID 1645870; actives 2.5% (n = 59,000); Q9BV86; Potency, µM (top dose mostly 114 µM), for the others: at the highest dose activity change, negative = inhibition, hits mostly inhibitors; NTMT1 MTase-Glo SAH luminescence, purified enzyme;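 also: potency is read from the fitted curve at half-maximal effect; plate controls were DMSO vehicle for no effect and no enzyme for full effect; nearly all actives have a fitted effect of over 65% in size; many of its hits are not listed in these tables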
B2AR arrestin ag: beta-arrestin recruitment by human beta2-adrenergic receptor ligands | P07550 | HTLA Tango cells, beta-arrestin recruitment, luciferase luminescence, 18 h | Potency, µM (highest dose often 46.1 µM), inactives show at the highest dose activation, actives largely listed as activators | 44,000 tested, under 10 active;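 also: potency is read from the fitted curve at half-maximal effect; 0% = DMSO and full agonism = EC100 isoproterenol or metaproterenol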
Target sequence (P07550 whole entry, looked up): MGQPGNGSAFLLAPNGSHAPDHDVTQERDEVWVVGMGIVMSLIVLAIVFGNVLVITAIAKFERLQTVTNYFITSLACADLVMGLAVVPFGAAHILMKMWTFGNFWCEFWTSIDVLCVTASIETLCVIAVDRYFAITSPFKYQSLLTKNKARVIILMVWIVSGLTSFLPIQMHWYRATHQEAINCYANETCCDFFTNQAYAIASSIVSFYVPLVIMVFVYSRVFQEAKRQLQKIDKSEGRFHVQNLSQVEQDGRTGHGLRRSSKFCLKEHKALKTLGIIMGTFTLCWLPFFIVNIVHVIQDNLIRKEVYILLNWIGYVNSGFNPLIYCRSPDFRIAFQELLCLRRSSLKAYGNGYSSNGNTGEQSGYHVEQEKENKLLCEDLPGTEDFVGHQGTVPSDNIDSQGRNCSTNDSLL
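Receptor–beta-arrestin recruitment read by tTA-responsive luciferase: compound titrations (up to 46 µM) incubated 18 h with Tango cells, then luminescent substrate 15 min at room temperature. Concentration-response fits classified by r2, efficacy and activity.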
Active calls of the source: *; ? = inconclusive; nt = no result given; [ ] = dose if it differs, or a comment. Calls follow the shape of the dose curve; as a rule, active = well fitted curve in the direction sought with a large enough effect; inconclusive = small, poorly fitted or top-dose-only effect, or another doubt; inactive = no such curve, though single readings can be large; an effect the other way counts as inactive or inconclusive. Not all compounds are listed (hit frequency here may not be typical).

no.	SMILES	p53null 39C tox	GALK inhibitor	TSG101-PTAP inh	FH mod	B2AR arrestin ag	p53null 32C tox	NTMT1 inh
1	COC(=O)c1cc(S(=O)(=O)NCC2CCN(Cc3ccc(C)cc3)CC2)c[nH]1	3%	-1%	0%	-2%	0%	2%	-4%
2	Cn1cc(-c2cc3n(n2)CCC(=O)N3CCCC(=O)NCc2ccccc2)c2ccccc21	0%	?	-2%	-1%	2%	18%	-11%
3	Cc1ccc(NC(=O)CCc2c(C)nc3c(-c4ccccc4)c(C)nn3c2C)c(C)c1	-17%	6%	1%	-6%	1%	-1%	-4%
4	CCC1CN(C(=O)N2CCC(C(=O)NCCN(C)C)CC2)c2ccccc2O1 (configuration not stated)	-9%	4%	-8%	15%	-1%	-1%	-9%
5	CCc1sc(Nc2ccc(C)cc2Br)nc1-c1cc2cccc(OC)c2oc1=O	4%	1%	-6%	-13%	-2%	-28%	21%
6	CC(C)(C)c1ccc(C(=O)NC(Cc2c[nH]c3ccccc23)C(=O)OCC(=O)c2ccccc2)cc1 (configuration not stated)	-7%	2%	-1%	-19%	-2%	23%	-3%
7	COc1ccc(OC)c2sc(N3CCN(C(=O)CCS(=O)(=O)c4ccc(F)cc4)CC3)nc12	7%	-9%	3%	-13%	-1%	-12%	-9%
8	COc1ccc(NS(=O)(=O)c2ccc3[nH]c4c(c3c2)CCCCCC4)cc1	0%	-10%	-1%	?	0%	36%[activator]	?
9	CCOc1ccc(Nc2c(S(=O)(=O)c3ccc(C)cc3)cnc3ccc(OC)cc23)cc1	36%[activator]	-10%	-1%	?	0%	12%	4%
10	COc1ccccc1-c1cc(C(=O)Nc2ccccc2C(F)(F)F)no1	-14%	7%	-10%	nt	0%	-4%	nt
11	Cc1cc2c(cc1C)-n1c(-c3ccccc3)c3c(=O)n(C)c(=O)n(C)c3c1C(c1ccco1)N2 (configuration not stated)	28%	3%	-6%	nt	-3%	11%	nt
12	CCc1cccc(-n2nnc(-c3nsc(NC(=O)c4cccs4)n3)c2C)c1	10µM*	3%	-1%	24%	2%	-5%	0%

The closing seven compounds of the part above are carried over, then new ones follow:
no.	SMILES	p53null 39C tox	GALK inhibitor	TSG101-PTAP inh	FH mod	B2AR arrestin ag	p53null 32C tox	NTMT1 inh
6	CC(C)(C)c1ccc(C(=O)NC(Cc2c[nH]c3ccccc23)C(=O)OCC(=O)c2ccccc2)cc1 (configuration not stated)	-7%	2%	-1%	-19%	-2%	23%	-3%
7	COc1ccc(OC)c2sc(N3CCN(C(=O)CCS(=O)(=O)c4ccc(F)cc4)CC3)nc12	7%	-9%	3%	-13%	-1%	-12%	-9%
8	COc1ccc(NS(=O)(=O)c2ccc3[nH]c4c(c3c2)CCCCCC4)cc1	0%	-10%	-1%	?	0%	36%[activator]	?
9	CCOc1ccc(Nc2c(S(=O)(=O)c3ccc(C)cc3)cnc3ccc(OC)cc23)cc1	36%[activator]	-10%	-1%	?	0%	12%	4%
10	COc1ccccc1-c1cc(C(=O)Nc2ccccc2C(F)(F)F)no1	-14%	7%	-10%	nt	0%	-4%	nt
11	Cc1cc2c(cc1C)-n1c(-c3ccccc3)c3c(=O)n(C)c(=O)n(C)c3c1C(c1ccco1)N2 (configuration not stated)	28%	3%	-6%	nt	-3%	11%	nt
12	CCc1cccc(-n2nnc(-c3nsc(NC(=O)c4cccs4)n3)c2C)c1	10µM*	3%	-1%	24%	2%	-5%	0%
13	COCC(=O)N1c2nc(-c3ccco3)nn2C2(CCCCC2)[C@@H]2CCCC[C@@H]21	-1%	0%	-8%	3%	-4%	-2%	2%
14	COc1cccc(N2C(=O)CSC23C(=O)N(CC(=O)NCc2ccc(C)cc2)c2ccccc23)c1 (configuration not stated)	-15%	-2%	1%	-7%	1%	5%	11%
15	Cc1ccc2oc(C(=O)Nc3ccc(S(=O)(=O)Nc4nccc(C)n4)cc3)cc(=O)c2c1	0%	3%	-11%	-6%	0%	0%	-9%
16	CCc1ccccc1NC(=O)c1ccc2c(c1)CCN2S(C)(=O)=O	-2%	1%	-5%	2%	0%	-2%	3%
17	COC(=O)c1ccccc1NC(=O)c1ccc2c(c1)CCN2S(=O)(=O)c1ccc(Cl)cc1	-19%	-3%	0%	-17%	-1%	7%	19%
18	CCOc1ccc(CCNC(=O)CCn2c(=O)c3cccn3c3cccnc32)cc1	22%	-5%	0%	6%	1%	1%	?
19	CCOC(=O)c1c(C)c(-c2ccccc2)n(CC(=O)NC2CCCCC2)c1C	-8%	4%	1%	-15%	0%	2%	14%
20	COc1ccc(-c2nc(CNC(=O)NC3CCCCC3)c(C)o2)c(OC)c1	?	1%	0%	-5%	1%	1%	7%
21	CC(C)c1cc(-c2nc(-c3ccc(Br)cc3)no2)n[nH]1	-12%	0%	-1%	-14%	0%	0%	-11%
22	COC(=O)c1cnc(N2CCN(c3ccccc3F)CC2)c2ccccc12	4%	?	0%	?	0%	-6%	15%
23	CC(NC(=O)C1CCN(S(=O)(=O)c2ccc3nc4c(c(C(=O)O)c3c2)CCCC4)CC1)c1ccccc1 (configuration not stated)	10%	1%	-2%	3%	0%	0%	8%
24	Cc1ccccc1CN1C(=O)c2ccccc2Sc2ccc(C(=O)NC3CCCCC3)cc21	5%	5%	-4%	-12%	0%	-12%	-3%
25	CC(C)Cc1nn2c(=O)cc(COC(=O)c3ccc(NC(=O)c4cccs4)cc3)nc2s1	1%	-1%	-1%	-11%	-1%	-11%	4%
26	CCCCCNC(=O)C(=O)NCC(c1ccc2c(c1)OCO2)N1CCOCC1 (configuration not stated)	27%	0%	1%	-6%	-1%	-1%	14%
27	COc1ccc(CCn2c3c(c(=O)[nH]c2=O)C(NC(=O)c2ccc(Cl)cc2)(C(F)(F)F)C(=O)N3)cc1OC (configuration not stated)	15%	6%	-4%	-2%	0%	3%	-2%
28	O=C(Nc1onc2c1CCCC2)c1ccc(Cl)cc1	?	5%	0%	-16%	1%	?	-6%
29	O=C(Nc1ccc(S(=O)(=O)N2CCC(c3nc4ccccc4s3)CC2)cc1)c1ccccc1F	-13%	-1%	2%	2%	-1%	-7%	7%
30	COc1cc(C(=O)Nc2c(C(=O)Nc3ccccc3F)oc3ccccc23)cc(OC)c1OC	-12%	-12%	5%	1%	0%	4%	8%
31	CCn1cc(S(=O)(=O)c2cccc(C)c2)c(=O)c2cc(F)c(N3CCCC(C)C3)cc21 (configuration not stated)	8%	0%	1%	3%	0%	-1%	3%
32	Cc1cc(C)n(-c2nc3ccccc3nc2N2CCN(c3cccc(C(F)(F)F)c3)CC2)n1	19%	2%	-2%	-15%	0%	19%	0%
33	COC(=O)c1ccc([C@@H]2Nc3c(cccc3C(F)(F)F)[C@@H]3C=CC[C@@H]32)cc1	8%	3%	0%	-5%	0%	-2%	3%
34	Cc1cccc2nc(Cn3c(=O)n(-c4ccccc4)c(=O)c4c5c(sc43)CCC5)cc(=O)n12	-6%	-6%	4%	-8%	-2%	2%	?
35	Cc1ccc(-n2c(-c3ccco3)nc3c(cnn3-c3ccc(C)cc3)c2=O)cc1	8%	-1%	0%	-13%	0%	-6%	-10%
36	Cc1ccc(-c2nnc(Nc3cccc(Cl)c3)c3ccccc23)cc1S(=O)(=O)N1CCN(C)CC1	20%	1%	-1%	?	0%	15%	7%

Record cards, as listed above:
Profile of `CC(C)Cc1nn2c(=O)cc(COC(=O)c3ccc(NC(=O)c4cccs4)cc3)nc2s1` : p53null 39C tox: 1%; GALK inhibitor: -1%; TSG101-PTAP inh: -1%; FH mod: -11%; B2AR arrestin ag: -1%; p53null 32C tox: -11%; NTMT1 inh: 4%
Profile of `COC(=O)c1ccc([C@@H]2Nc3c(cccc3C(F)(F)F)[C@@H]3C=CC[C@@H]32)cc1` : p53null 39C tox: 8%; GALK inhibitor: 3%; TSG101-PTAP inh: 0%; FH mod: -5%; B2AR arrestin ag: 0%; p53null 32C tox: -2%; NTMT1 inh: 3%

The list goes on:
no.	SMILES	p53null 39C tox	GALK inhibitor	TSG101-PTAP inh	FH mod	B2AR arrestin ag	p53null 32C tox	NTMT1 inh
37	COc1ccc(-c2cn3c(n2)sc2cc(C(=O)NCCc4ccc(OC)cc4OC)ccc23)cc1	-6%	2%	-3%	-10%	-1%	2%	1%
38	O=C(Nc1sc2c(c1C(=O)NCC1CCCO1)CCC2)c1cc(=O)c2ccccc2o1 (configuration not stated)	-5%	-2%	1%	-2%	0%	-3%	-13%
39	Cc1cc(C(F)F)n2nc(C(=O)Nc3c(C)cccc3C)nc2n1	0%	3%	-10%	2%	1%	-5%	0%
40	CCc1ccc(NC(=O)Cn2c(=O)n(Cc3nc(-c4ccccc4)no3)c(=O)c3cc4c(cc32)OCO4)cc1	-12%	3%	0%	-19%	0%	4%	-14%
41	COc1ccc(C2C(C(=O)Nc3cccnc3)=C(C)Nc3nc(-c4ccc(OC)c(OC)c4)nn32)cc1 (configuration not stated)	17%	4%	0%	4%	-2%	4%	10%
42	O=C(Cn1ccn(-c2ccc(F)c(F)c2)c(=O)c1=O)Nc1ccccc1F	4%	-13%	1%	3%	2%	11%	0%
43	C[C@H](NC(=O)OC(C)(C)C)c1nnc(SCc2c(F)cccc2Cl)o1	23%	0%	-6%	-3%	0%	-5%[9.22 µM]	11%
44	O=C(Cn1c(=O)n(Cc2ccco2)c(=O)c2sc3ccccc3c21)Nc1ccc(F)cc1F	-1%	7%	0%	1%	1%	?	3%

Assay outcomes (PubChem BioAssay)
